AddAB inh – less growth of phage-infected E. coli with AddAB; E. coli expressing H. pylori AddAB, absorbance growth; inhibition, % at 11.9 µM; 0.29% of 330,000 active; AID 435030; in the data active = inhibition above about 12%;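 note: 0% = vehicle wells of infected cells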
Tat transport – blocks Tat-dependent protein export in E. coli; E. coli MC4100 TorA-mCherry Tat export, fluorescence; inhibition, % at 10 µM; 0.036% of 340,000 active; AID 488895;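 active = mean replicate inhibition at least 50% and at least half of replicates individually reaching 50%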;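 note: exported cargo escapes ClpAP degradation while cytoplasmic cargo is degraded and loses fluorescence; 0% = median of neutral control wells and 100% = median of NaSCN control wells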
MITF TRPM1 HTS – increases MITF-driven TRPM1 promoter luciferase signal; SK-MEL-5 TRPM1-promoter luciferase, 24 h; % of positive control, neutral wells = 0; 0.75% of 300,000 active; activation, % at 12.5 µM; AID 588334;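 active = mean activation of at least 80% with every replicate also reaching 80%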;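 note: 0% = neutral control wells and 100% = parthenolide positive control wells; values of inactives mirror those of a sister screen read the other way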
Ecoli viability – counter-screen for AddAB inhibitors: E. coli growth inhibition. E. coli V3065 growth, OD600 absorbance, 18 h. inhibition, % at 11.9 µM. 0.27% of 330,000 active;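 active = inhibition above the campaign's mean inhibition across all tested compounds plus 3 SD, cut at about 9.9% in these data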;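 note: uninfected addAB+ strain grown without phage in ampicillin broth; 0% = DMSO wells and 100% = ciprofloxacin 0.95 µg/ml wells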
SR-BI HDL uptake – inhibitors of mouse SR-BI mediated HDL lipid uptake. AID 488896. Q61009. ldlA[mSR-BI] CHO cells, DiI-HDL uptake fluorescence, 3 h. inhibition, % at 12.5 µM. 0.96% of 320,000 active;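 active = mean replicate inhibition of at least 70% and a set share of replicates each scoring 70 or more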;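 note: 0% = median of neutral control wells and 100% = median of positive control wells; values of inactives mirror those of a sister screen read the other way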
Target sequence (Q61009 whole entry, looked up): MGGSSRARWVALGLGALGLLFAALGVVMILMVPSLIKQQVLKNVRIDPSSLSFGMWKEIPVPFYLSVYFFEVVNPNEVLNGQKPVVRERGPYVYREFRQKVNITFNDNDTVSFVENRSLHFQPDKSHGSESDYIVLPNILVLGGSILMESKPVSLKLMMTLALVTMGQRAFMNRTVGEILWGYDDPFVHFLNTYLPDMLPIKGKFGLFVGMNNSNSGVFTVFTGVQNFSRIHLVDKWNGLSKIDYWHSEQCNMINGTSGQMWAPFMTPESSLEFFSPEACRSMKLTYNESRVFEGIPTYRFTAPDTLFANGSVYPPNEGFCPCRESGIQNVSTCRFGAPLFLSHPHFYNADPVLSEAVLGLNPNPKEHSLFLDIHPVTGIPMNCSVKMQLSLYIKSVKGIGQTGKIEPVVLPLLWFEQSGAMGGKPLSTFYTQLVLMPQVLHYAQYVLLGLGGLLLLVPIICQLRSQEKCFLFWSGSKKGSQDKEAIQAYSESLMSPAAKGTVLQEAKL
CAL PDZ FP-1 – human CAL PDZ-peptide interaction inhibition; inhibition, % at 20 µM; AID 504414; 0.02% of 330,000 active; purified CAL PDZ, TMR-peptide fluorescence polarization, 1 h; Q9HD26;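 active = highest replicate inhibition of at least 40%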;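 note: plate controls were DMSO neutral control wells for no effect and unlabeled competitor peptide control wells for full effect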
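System: purified tagged CAL PDZ domain construct (CerCALP). Schedule: 1 h incubation at room temperature before polarization reading. Medium: 25 mM sodium phosphate pH 7.4, 150 mM NaCl, TCEP, IgG, Thesit. Read-out: percent inhibition from loss of millipolarization. Measured by: FP readout, S and P plane fluorescence. Probe or stimulus: fluorescent TMR peptide probe.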
CAL PDZ FP-2 – CAL PDZ (human) peptide binding inhibition | AID 602252 | Q9HD26 | inhibition, % at 24.9 µM | 0.92% of 300,000 active | purified CAL PDZ, TMR-peptide fluorescence polarization, 1 h;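 active = mean inhibition of at least 30% with at least half of replicates also reaching 30%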;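 note: 0% = DMSO neutral control and 100% = excess unlabeled competitor peptide PRC23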
Wnt act – activates Wnt/beta-catenin signaling in a reporter cell assay. activator, plate reader. 1.2% of 300,000 active. activation, % at 9.35 µM; in the data active = activation above about 30%, passing the limit was not always enough;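 note: 0% = neutral control wells and 100% = positive control wells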
SR-BI uptake up – enhances SR-BI lipid uptake from DiI-HDL; CHO ldlA[mSR-BI] cells, DiI-HDL uptake fluorescence, 3 h; 100 = double the neutral-control signal; activation, % at 12.5 µM; 0.096% of 320,000 active;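 active = mean replicate activation of at least 60% and every replicate at or above 60%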;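 note: 0% = median plate neutral-control signal and 100% = twice that signal; values of inactives mirror those of a sister screen read the other way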
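Material: SR-BI-overexpressing, LDLR-lacking CHO cells; schedule: compound exposure 3 h, 37 °C; reagent: DiI-labelled HDL at 10 µg/mL final; technique: bottom-read fluorescence, 550/595 nm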
phage Ecoli inh – E. coli growth loss with phage present. growth absorbance. inhibition, % at 11.9 µM. 0.26% of 360,000 active; in the data active = inhibition above about 11%
* marks the source's active call; other numbers are inactive results. No enrichment for hits. Share with any hit: about 3.6%.

What do the screens show for `O=C(Nc1ccc(F)cc1)c1ccc2c(c1)S(=O)(=O)N=C1CCCCCN12`?
AddAB inh: 2.2; Tat transport: 4.4; MITF TRPM1 HTS: 7.2; Ecoli viability: 0.7; SR-BI HDL uptake: 6.9; CAL PDZ FP-1: 1.2; CAL PDZ FP-2: -2.6; Wnt act: 0.7; SR-BI uptake up: -6.9; phage Ecoli inh: 4.0

Results for CC1CC(=O)Nc2ccccc2N1S(=O)(=O)c1cccc(Cl)c1 (centres undefined) ?
AddAB inh: 3.7; Tat transport: -0.4; MITF TRPM1 HTS: -14.6; Ecoli viability: 2.1; SR-BI HDL uptake: -5.2; CAL PDZ FP-1: -1.1; CAL PDZ FP-2: 1.4; Wnt act: 0.3; SR-BI uptake up: 5.2; phage Ecoli inh: 4.2

Results for O=C1CSC(=Nc2ccccc2[N+](=O)[O-])N1 ?
AddAB inh: -1.0; Tat transport: -14.3; MITF TRPM1 HTS: -1.8; Ecoli viability: 0.1; SR-BI HDL uptake: -31.8; CAL PDZ FP-1: -0.4; CAL PDZ FP-2: -2.4; Wnt act: 7.3; SR-BI uptake up: 31.8; phage Ecoli inh: 1.7

How did CC1=CC=CC2=NC(=O)CC(C)(C(=O)N(CC(=O)NC3CCCC3)Cc3ccc(Cl)cc3)N12 (centres undefined) do in these assays?
AddAB inh: -0.7; Tat transport: -4.7; MITF TRPM1 HTS: 9.0; Ecoli viability: 1.6; SR-BI HDL uptake: -5.8; CAL PDZ FP-1: -1.1; CAL PDZ FP-2: -0.6; Wnt act: 1.5; SR-BI uptake up: 5.8; phage Ecoli inh: -1.8

What do the screens show for `O=S(=O)(Cc1ccccc1)N1CCN(c2ccccc2)CC1`?
AddAB inh: 1.8; Tat transport: -6.1; MITF TRPM1 HTS: 4.5; Ecoli viability: -0.6; SR-BI HDL uptake: 9.0; CAL PDZ FP-1: -2.6; Wnt act: 3.1; SR-BI uptake up: -9.0; phage Ecoli inh: 2.9

Results for COCC(C)n1c(SCC(=O)Nc2oc(C)c3c(C)n[nH]c(=O)c23)nc2ccccc2c1=O (centres undefined) ?
AddAB inh: 3.9; Tat transport: 4.1; MITF TRPM1 HTS: -8.6; Ecoli viability: -0.7; SR-BI HDL uptake: -12.0; CAL PDZ FP-1: -1.5; CAL PDZ FP-2: -8.8; Wnt act: -0.8; SR-BI uptake up: 12.0; phage Ecoli inh: 3.2

Results for C=CCn1c(SCC(=O)N2CCN(c3ccccc3)CC2)nnc1-c1ccco1 ?
AddAB inh: -1.9; Tat transport: -2.2; Ecoli viability: 0.2; SR-BI HDL uptake: -11.3; CAL PDZ FP-1: -0.3; CAL PDZ FP-2: -1.1; SR-BI uptake up: 11.3; phage Ecoli inh: 0.4

Results for CCNC(=O)NC(=O)C(C)Sc1ccc2c(c1)OCCO2 (centres undefined) ?
AddAB inh: 3.0; Tat transport: -3.1; MITF TRPM1 HTS: -0.5; Ecoli viability: 3.2; SR-BI HDL uptake: 16.6; CAL PDZ FP-1: -0.5; CAL PDZ FP-2: -2.7; SR-BI uptake up: -16.6; phage Ecoli inh: 0.4

How did COCc1ccc(C(=O)N2CCCC(C(=O)c3ccc(SC)cc3)C2)o1 (centres undefined) do in these assays?
AddAB inh: 0.3; Tat transport: -7.6; MITF TRPM1 HTS: -3.1; Ecoli viability: -1.1; SR-BI HDL uptake: -19.2; CAL PDZ FP-1: -1.0; CAL PDZ FP-2: -4.5; Wnt act: 0.5; SR-BI uptake up: 19.2; phage Ecoli inh: 0.4

What do the screens show for `CCn1c(/C=C2\C(=O)N(C(C)C)c3ccccc32)nc2ccccc2c1=O`?
AddAB inh: -0.4; Tat transport: 9.7; MITF TRPM1 HTS: -12.6; Ecoli viability: -0.4; SR-BI HDL uptake: 0.5; CAL PDZ FP-1: -1.7; CAL PDZ FP-2: -1.3; Wnt act: 0.0; SR-BI uptake up: -0.5; phage Ecoli inh: 0.6

Results for C/C(=N\OCc1nc2ccccc2c(=O)n1/N=C/c1cc([N+](=O)[O-])ccc1O)c1ccccc1 ?
AddAB inh: 12.6*; Tat transport: -4.5; MITF TRPM1 HTS: 8.7; Ecoli viability: 8.7; CAL PDZ FP-1: -3.2; CAL PDZ FP-2: -9.4; Wnt act: -1.6; phage Ecoli inh: 2.7

Results for O=S(=O)(Nc1cnc2ccccc2c1)N1CCCCCC1 ?
AddAB inh: 4.4; Tat transport: 0.8; MITF TRPM1 HTS: -14.7; Ecoli viability: 0.5; SR-BI HDL uptake: -21.6; CAL PDZ FP-1: -1.0; CAL PDZ FP-2: 0.7; Wnt act: -1.8; SR-BI uptake up: 21.6; phage Ecoli inh: 2.8

Results for COc1cc(OC)cc(C(=O)NC(C)c2cnn(-c3ccccc3C)c2C)c1 (centres undefined) ?
AddAB inh: 1.0; Tat transport: -3.4; MITF TRPM1 HTS: -6.5; Ecoli viability: -1.8; CAL PDZ FP-1: -3.6; CAL PDZ FP-2: -3.4; Wnt act: 1.0; phage Ecoli inh: 4.5

Results for O=S(=O)(c1cccc2nonc12)N1CCN(c2ccccc2F)CC1 ?
AddAB inh: 3.3; Tat transport: 3.6; MITF TRPM1 HTS: 4.7; Ecoli viability: 2.8; SR-BI HDL uptake: 4.2; CAL PDZ FP-1: -0.8; CAL PDZ FP-2: -1.1; Wnt act: -1.0; SR-BI uptake up: -4.2; phage Ecoli inh: 3.0

Results for CCCCC(=O)Nc1ccc(NC(=S)NC(=O)CCCCl)cc1OC ?
AddAB inh: 2.2; Tat transport: -2.1; MITF TRPM1 HTS: -3.3; Ecoli viability: 0.3; SR-BI HDL uptake: 39.2; CAL PDZ FP-1: 0.1; CAL PDZ FP-2: -1.8; SR-BI uptake up: -39.2; phage Ecoli inh: 2.4

How did CN(C)/C=N/c1ncc(C(=O)OC(C)(C)C)s1 do in these assays?
AddAB inh: -1.2; Tat transport: 1.7; MITF TRPM1 HTS: 34.1; Ecoli viability: -0.2; SR-BI HDL uptake: -9.5; CAL PDZ FP-1: -1.3; CAL PDZ FP-2: -6.4; Wnt act: 0.3; SR-BI uptake up: 9.5; phage Ecoli inh: 3.6

What do the screens show for `Cc1ccc2cccc(SCC(=O)NCc3ccco3)c2n1`?
AddAB inh: 5.3; Tat transport: -6.7; MITF TRPM1 HTS: 8.4; Ecoli viability: 0.7; SR-BI HDL uptake: -8.7; CAL PDZ FP-1: -1.2; CAL PDZ FP-2: -2.9; Wnt act: -1.7; SR-BI uptake up: 8.7; phage Ecoli inh: 2.6

What do the screens show for `Cn1cccc1/C=C1/SC(=O)N(CC(=O)N2CCCC2)C1=O`?
AddAB inh: 1.4; Tat transport: 4.1; MITF TRPM1 HTS: -9.9; Ecoli viability: 1.4; SR-BI HDL uptake: 1.3; CAL PDZ FP-1: -1.2; CAL PDZ FP-2: -0.3; Wnt act: -1.2; SR-BI uptake up: -1.3; phage Ecoli inh: 3.4

What do the screens show for `CC1CCN(C(=O)COc2cccc3c2CCN(Cc2ccccc2)C3=O)CC1`?
AddAB inh: 0.1; Tat transport: -3.9; MITF TRPM1 HTS: -2.1; Ecoli viability: -0.4; SR-BI HDL uptake: 18.7; CAL PDZ FP-1: -1.7; CAL PDZ FP-2: -1.8; Wnt act: -3.9; SR-BI uptake up: -18.7; phage Ecoli inh: -1.0

Results for O=[N+]([O-])c1ccc(/C([O-])=C(/C(=S)NCc2ccco2)[n+]2ccccc2)cc1 ?
AddAB inh: 0.7; Tat transport: -12.5; MITF TRPM1 HTS: 1.4; Ecoli viability: -2.9; SR-BI HDL uptake: 0.4; CAL PDZ FP-1: -1.5; CAL PDZ FP-2: -1.6; Wnt act: -1.9; SR-BI uptake up: -0.4; phage Ecoli inh: 4.0

Results for C=CCOc1ccc(/C=C(\C#N)C(=O)Nc2ccccn2)cc1 ?
AddAB inh: 2.0; Tat transport: 3.3; MITF TRPM1 HTS: 0.2; Ecoli viability: 0.1; SR-BI HDL uptake: -7.5; CAL PDZ FP-1: -0.9; CAL PDZ FP-2: -5.2; Wnt act: 2.1; SR-BI uptake up: 7.6; phage Ecoli inh: -0.9

What do the screens show for `CC(C)Cc1nnc(NC(=O)C23CC4CC(CC(C4)C2)C3)s1`?
AddAB inh: -0.2; Tat transport: -14.2; MITF TRPM1 HTS: 4.4; Ecoli viability: -2.0; SR-BI HDL uptake: -13.9; CAL PDZ FP-1: -1.7; CAL PDZ FP-2: 8.2; Wnt act: -1.2; SR-BI uptake up: 13.9; phage Ecoli inh: -0.3

What do the screens show for `Cc1ccc(NS(=O)(=O)c2ccc3c(c2)C(=O)c2ccccc2C3=O)c(C)c1`?
AddAB inh: -0.6; Tat transport: 11.5; MITF TRPM1 HTS: -21.8; Ecoli viability: 2.1; SR-BI HDL uptake: -18.1; CAL PDZ FP-1: 1.3; CAL PDZ FP-2: -4.5; SR-BI uptake up: 18.1; phage Ecoli inh: 4.3

Results for Cc1ccccc1SC1CCN(C(=O)C2CCC(=O)N(C3CC3)C2)CC1 (centres undefined) ?
AddAB inh: 0.8; Tat transport: -5.7; MITF TRPM1 HTS: 2.3; Ecoli viability: 0.8; SR-BI HDL uptake: -1.3; CAL PDZ FP-1: -0.9; Wnt act: 0.1; SR-BI uptake up: 1.3; phage Ecoli inh: -2.0

Results for CC(C)(Cc1ccccc1)/[N+]([O-])=C\c1ccccc1 ?
AddAB inh: 2.4; Tat transport: 1.5; MITF TRPM1 HTS: 1.4; Ecoli viability: 1.9; SR-BI HDL uptake: -3.4; CAL PDZ FP-1: -1.0; CAL PDZ FP-2: -3.1; Wnt act: -2.0; SR-BI uptake up: 3.4; phage Ecoli inh: 0.4

Results for COc1ccc(CCN(Cc2nc3ccccc3c(=O)[nH]2)C(=O)c2ccco2)cc1 ?
AddAB inh: 2.4; Tat transport: -4.1; MITF TRPM1 HTS: 1.3; Ecoli viability: 0.1; SR-BI HDL uptake: -12.1; CAL PDZ FP-1: 0.5; CAL PDZ FP-2: -0.8; Wnt act: -1.2; SR-BI uptake up: 12.1; phage Ecoli inh: 0.0

Results for O=C(CSc1nnc2ccccn12)Nc1ccc(S(=O)(=O)N2CCOCC2)cc1 ?
AddAB inh: -0.1; Tat transport: -5.8; MITF TRPM1 HTS: 2.2; Ecoli viability: 0.8; SR-BI HDL uptake: -22.8; CAL PDZ FP-1: 0.5; CAL PDZ FP-2: -3.6; Wnt act: -2.5; SR-BI uptake up: 22.8; phage Ecoli inh: 2.9

How did CCn1cc(C(=O)N2CCc3ccccc32)c(=O)c2cc(S(=O)(=O)N3CCOCC3)ccc21 do in these assays?
AddAB inh: 2.8; Tat transport: -5.9; Ecoli viability: -0.8; SR-BI HDL uptake: 21.0; CAL PDZ FP-1: -3.0; CAL PDZ FP-2: -2.7; SR-BI uptake up: -21.0; phage Ecoli inh: -0.2
